Artemis endo inh – Artemis (human) endonuclease inhibition. Q96SD1. recombinant Artemis, quenched FAM hairpin cleavage fluorescence. inhibition, % at 10 µM. hit rate 0.78% among 30,000;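 active means at 10 µM dose, at least 30% inhibition, measured as corrected fluorescence normalized to stimulator and neutral control wells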
Target sequence (Q96SD1 whole entry, looked up): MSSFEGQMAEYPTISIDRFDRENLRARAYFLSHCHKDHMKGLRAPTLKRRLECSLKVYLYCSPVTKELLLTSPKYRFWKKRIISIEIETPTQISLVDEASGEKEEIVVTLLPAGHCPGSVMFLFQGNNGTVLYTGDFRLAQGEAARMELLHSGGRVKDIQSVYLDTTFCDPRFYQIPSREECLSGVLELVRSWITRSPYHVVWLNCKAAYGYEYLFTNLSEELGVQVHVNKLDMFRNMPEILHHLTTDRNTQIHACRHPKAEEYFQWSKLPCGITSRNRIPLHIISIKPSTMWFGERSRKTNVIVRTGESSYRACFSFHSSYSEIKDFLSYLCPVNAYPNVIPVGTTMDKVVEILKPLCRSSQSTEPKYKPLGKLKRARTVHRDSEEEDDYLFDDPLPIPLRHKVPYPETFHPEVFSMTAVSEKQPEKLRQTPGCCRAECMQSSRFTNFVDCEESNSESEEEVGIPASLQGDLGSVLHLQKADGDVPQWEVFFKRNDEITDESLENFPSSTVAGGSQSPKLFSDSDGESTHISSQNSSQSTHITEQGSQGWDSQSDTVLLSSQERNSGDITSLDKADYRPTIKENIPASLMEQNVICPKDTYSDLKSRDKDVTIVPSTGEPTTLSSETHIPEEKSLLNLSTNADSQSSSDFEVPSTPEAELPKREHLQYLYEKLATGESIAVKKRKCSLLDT
Starred values were filed as active, the others as inactive. An excerpt; the hit share may differ from the screen's.

SMILES | Artemis endo inh
CC(=O)c1c(C)[nH]c(C(=O)CSc2nc3ccccc3n2C)c1C | -1
O=C(CCl)c1ccc(Cc2ncc(C(F)(F)F)cc2Cl)s1 | 8
COc1ccc(-c2nc(SCC(=O)Nc3cc(C)on3)n[nH]2)cc1 | -2
CCOC(=O)N1CCN(C(=O)CN(C2CCCCC2)S(C)(=O)=O)CC1 | -2
O=C(NCc1ccco1)c1ccc(N2CCCC2=O)cc1 | 9
O=C(COC(=O)CNS(=O)(=O)c1ccccc1)Nc1ccc(Cl)cn1 | -7
CC(=O)N1CCc2cc3nc(C)cc(C)c3cc21 | 2
CCN(CC)CCN1C(=O)C(=O)/C(=C(/O)c2ccccc2)C1c1ccccc1F (configuration not stated) | 4
O=C(CN(Cc1cccs1)C(=O)CNS(=O)(=O)c1ccc(F)cc1)NCc1ccco1 | 17
O=C(/C(=C/O)N=Nc1ccccc1)c1ccncc1 | 8
CCOC(=O)N1CCN(C(=O)c2ccc3nc(N4CCCCC4)sc3c2)CC1 | -6
O=C(CCCC(=O)OCC(=O)c1cccs1)Nc1ccc(Oc2ccccc2)cc1 | 3
CCn1c(C)c(C(C)=O)c(N2CCCCC2)nc1=S | -6
NCC(O)COCCC12CC3CC(CC(C3)C1)C2 (configuration not stated) | 16
Cn1ccnc1SCCC#N | -3
CC(=O)Nc1nc(C)nc(C)c1C(C)=O | -2
COC(=O)c1ccc(N)cc1O | 4
CC(=O)N[C@H]1C[C@@H]1c1ccccc1 | 3
COc1ccc(-c2nc(C#N)c(N3CCOCC3)o2)cc1OC | -9
CC(C)Oc1ccc(Cc2c(O)nc(NCCCN(C)C)[nH]c2=O)cc1 | 0
Cc1cccc(C(=O)N2CCN(c3ccc(C(F)(F)F)cn3)CC2)c1C | 0
Cc1ccc(NC(=O)CCSCCC(=O)Nc2ccc(C)c(C)c2)cc1C | 8
CCN1C=C(Cc2cccs2)C2=C(C1)C(c1cccs1)C(C#N)=C(N)O2 (configuration not stated) | 12
CC(C)(CN=C1NS(=O)(=O)c2ccccc21)CNC(=O)CN1C(=O)c2ccccc2C1=O | -7
C=CCSc1n[nH]c(-c2ccccc2)n1 | -6
Going on with the list:
SMILES | Artemis endo inh
CC(C)COc1ccc(C(=O)Nc2ccc(NC(=O)c3ccco3)c(Cl)c2)cc1 | -5
N#CC1=C(Nc2ccccc2)SC=C(c2ccc(Br)cc2)N=C1N1CCOCC1 | 3
O=C(Oc1ccccc1-c1nnco1)c1ccccc1 | -2
CCOC(=O)CN1C(=O)C(O)(c2c(C)[nH]c3ccccc23)c2ccccc21 (configuration not stated) | 8
O=C(CCCC(=O)N(CC(=O)NC1CCCC1)Cc1ccccc1Cl)Nc1ccccn1 | 6
CCCCN=C(C)c1c(O)c2ccccc2oc1=O | 3
O=C1c2ccccc2C(=O)N1CC1c2ccccc2CCN1S(=O)(=O)c1cnc[nH]1 (configuration not stated) | 3
O=C(CN1CCN(Cc2ccccc2Cl)C1=O)N1CCCCCC1 | -3
CCOC(=O)CC(=O)CSC1=C(C#N)C(c2ccccc2OC)CC(=O)N1 (configuration not stated) | -2
COc1ccc(OCCSc2n[nH]c(N)n2)cc1 | 5
NS(=O)(=O)c1cccnc1Nc1cccc(C(F)(F)F)c1 | -4
CCOC(=O)N1CCN(C(=O)c2nn(-c3ccc(C)cc3)c(=O)c3c2c2ccccc2n3C)CC1 | 0
CCC(=O)Nc1nc(C)cc(SCC(=O)OC)n1 | -8
CCOC(=O)c1sc(NC(=O)c2cc(-c3ccccc3)nc3ccccc23)c(C#N)c1C | 23
CCN(CC)S(=O)(=O)c1ccc2c(c1)c(C(=O)O)cn2C | -3
C=CCOc1ccc(/C(O)=C2\C(=O)C(=O)N(CCCOC)C2c2ccc(O)c(OC)c2)cc1 (configuration not stated) | 3
CCOc1ccccc1OCCOc1ccc(F)cc1 | 5
CCc1ccccc1NC(=O)CN1C(=O)C2CCCN2c2ncc(Cl)cc21 (configuration not stated) | 4
Cc1ccc(/C=C/C(=O)Nc2cc(C)on2)cc1 | 1
CCOc1ccccc1C(=O)NCCCCCC(=O)O | 9
C=CCn1c(CSCc2ccc(Cl)cc2)nnc1SCC(=O)NCc1ccccc1 | 6
COc1ccccc1C1(CC(=O)O)CCOC(C(C)C)C1 (configuration not stated) | -11
CC1CCN(CCCNC(=O)c2ccc(CS(=O)(=O)Cc3ccccc3F)o2)CC1 | 1
COC(=O)c1scc(C)c1NC(=O)C1CCCCC1 | -4
CCn1ncc([N+](=O)[O-])c1C(=O)N1CCCC1 | -1
Additional records.
SMILES | Artemis endo inh
Cc1ccc(S(=O)(=O)N2CCN(C(=O)CSc3nc4ccccc4o3)C2)cc1 | 3
CCOc1ccc(CN2CCN(C(=O)c3ccccc3)CC2)cc1 | 2
CCOc1cc(C(=O)N(C)Cc2cc3cc(OC)ccc3[nH]c2=O)cc(OCC)c1OCC | 1
CSCC[C@H](NC(=O)CCNC(C)=O)c1nc2ccccc2[nH]1 | -8
CCCCOc1ccccc1C1CC(=O)NC2=C1C(=O)CCC2 (configuration not stated) | -5
COc1ccc2cc3cc(C(=O)N4CCN(Cc5ccc6c(c5)OCO6)CC4)oc3nc2c1 | 20
COc1cccc(C2C(C(=O)c3sc(C)nc3C)=C(O)C(=O)N2CCN2CCOCC2)c1 (configuration not stated) | -2
COc1ccccc1C(=O)Nc1ccc(N2CCN(Cc3ccccc3)CC2)cc1 | 3
O=C(COc1ccccc1O)Nc1ccccc1Cl | 2
O=C(NCC1CCCO1)c1coc2nc3ccccc3nc12 (configuration not stated) | -3
CCOC(=O)c1cnc2c(C)cccc2c1NCCc1ccc(OC)c(OC)c1 | 7
COCCNC(=O)COC(=O)/C=C/c1c(C)nn(Cc2ccc(Cl)cc2Cl)c1Cl | 4
CS(=O)(=O)N(CC(O)Cn1c2ccccc2c2ccccc21)c1cccc2ccccc12 (configuration not stated) | 7
C=CCn1c(SCC(=O)c2[nH]c(C)c(C(C)=O)c2C)nnc1-c1ccncc1 | -1
Oc1ccc(-c2nc3ccccn3c2NCc2ccc3c(c2)OCO3)cc1 | 2
O=C(c1cccc(N2C(=O)C3C4C=CC(C4)C3C2=O)c1)N1CCCCCC1 (configuration not stated) | -2
O=C1C2C3C=CC(C3)C2C(=O)N1CNc1ccccc1 (configuration not stated) | -3
COc1ccc(C(=O)NC2CCCCCC2)cc1S(=O)(=O)N1CCCc2ccccc21 | 15
O=C(Nc1ccc(/C=C/c2nc3ccccc3o2)cc1)c1cccc(C(F)(F)F)c1 | 0
CC1CC(C)CN(C(=O)Cn2c(=O)n(CCCCC(=O)NCc3ccco3)c(=O)c3ccccc32)C1 (configuration not stated) | -5
Cn1nc([N+](=O)[O-])nc1Sc1nnc(-c2ccccc2)o1 | 1
CC(C)(O)C#Cc1ccc(C(=O)N2CCCC2C(=O)O)s1 (configuration not stated) | -10
O=C(CSc1ccc2c(c1)OCCO2)NCCN1C(=O)CSC1=O | 4
O=C(CSCc1cccc(Cl)c1)N1CCN(Cc2ccc3c(c2)OCO3)CC1 | 3
Cc1ccc(-c2csc3ncn(CC(=O)N4CCOCC4)c(=O)c23)cc1 | -4

As entered above.
`CCOc1ccc(CN2CCN(C(=O)c3ccccc3)CC2)cc1` in Artemis endo inh = 2
`CS(=O)(=O)N(CC(O)Cn1c2ccccc2c2ccccc21)c1cccc2ccccc12` (configuration not stated) in Artemis endo inh = 7

Other compounds follow.
SMILES | Artemis endo inh
N#CCSc1nc2c(c(=O)n1Cc1ccco1)C1(CCCC1)Cc1ccccc1-2 | 0
O=C1C2C3C=CC(C3)C2C(=O)N1CCCO (configuration not stated) | 9
Cc1noc(C)c1CSc1nnc(-c2ccccc2)n1N | 2
CCOC(=O)c1ccc(N2C(=O)CC(N3CC(C)OC(C)C3)C2=O)cc1 (configuration not stated) | 5
CCOCc1cn(CC(=O)c2ccc(Cl)cc2)c(C)nc1=N | 4
Cc1ccc(-c2nn3c(C)nnc3c3ccccc23)cc1S(=O)(=O)N(C)CCO | 2
Cc1ccc(C(=O)NNS(=O)(=O)c2ccccc2[N+](=O)[O-])cc1 | -1
COc1ccc(Cn2nnnc2C(c2cccs2)N2CCOCC2)cc1 (configuration not stated) | 1
C=CC[N+](C)(C)C/C(Cl)=C(\Cl)c1ccccc1 | -6
C=CCn1c(SCC(=O)O)nnc1-c1ccc(C(C)(C)C)cc1 | -5
O=C(CCN1C(=O)C2C3C=CC(C3)C2C1=O)NCCc1ccccc1 (configuration not stated) | -9
CN1C(=O)C2(C(C#N)=C(N)Oc3n[nH]c(-c4ccc(Cl)cc4)c32)c2ccccc21 (configuration not stated) | -4
COc1ccc(Cn2c(CCCO)nc3ccccc32)cc1OC | -12
O=C(CCc1nc(-c2ccccc2)no1)NCC1CCCO1 (configuration not stated) | -4
Nc1ccc2nc(-c3ccccn3)[nH]c2c1 | 45*
O=C(Nc1cn(-c2ccccc2)nc1-c1cccs1)c1ccco1 | 14
CN(C)CCCNC(=O)CC(c1ccccc1)c1ccccc1O (configuration not stated) | -6
COc1ccc(NC(=O)c2ccccc2NS(C)(=O)=O)cc1OC | 2
COC(=O)NCc1ccc(Cl)c(Cl)c1 | -2
CCC1c2ccc(C)n2CCN1C(=O)Nc1ccc(F)cc1 (configuration not stated) | 2
CC1(C)C(c2cccs2)=[N+]([O-])C2(CCCCC/C2=N\NC(N)=S)N1O (configuration not stated) | -3
Nc1nnc(-c2cc3ccccc3oc2=O)s1 | -3
C=CCn1c(NC(=O)c2ccc(C)cc2)c(C#N)sc1=N | 0
O=C1C(=C(c2ccccc2)c2ccccc2)Nc2ccccc21 | 6
CCOC(=O)C1=C(c2ccccc2)OC(N)=C(C#N)C1C(C)C (configuration not stated) | 2
New compounds follow:
SMILES | Artemis endo inh
Cc1cccc(Cc2nnc(NC(=O)c3cccc(S(=O)(=O)N4CCOCC4)c3)s2)c1 | -1
COc1ccccc1NC(=O)c1ccc(CN(c2cc(Cl)ccc2C)S(=O)(=O)c2ccccc2)cc1 | 13
Cc1c(C(=O)CN2CCOCC2)[nH]c2ccccc12 | -4
N#C/C(=C(/O)CN1CCOCC1)c1nc2ccccc2s1 | -2
O=C(CSc1nc(N2CCCCC2)nc(N2CCCCC2)n1)c1ccccc1 | 3
C=CCn1c(COc2cccc3ccc(C)nc23)nnc1SCC(=O)OC | -8
CC(NC(=O)OC1CCCCC1)N1C(=O)C2C3C=CC(C3)C2C1=O (configuration not stated) | -5
CCOC(=O)C1CCCN(C(=O)COC(=O)C2=COCCO2)C1 (configuration not stated) | -2
O=C(Cc1ccc(Cl)cc1)Nc1nc2ccccc2[nH]1 | -5
COCCNC(=O)c1sc2ncn(CC(=O)N3CCCCC3)c(=O)c2c1C | -3
CSc1nnc2c3ccccc3n(Cc3ccccc3)c2n1 | -2
Cc1ccc(C)n1CCN1CCN(CC(=O)Nc2ccc(S(N)(=O)=O)cc2)CC1 | 0
COc1cc(C)ccc1OCCOCCOc1c(C)cc(C)cc1Br | 2
CC(C)NC(=O)c1cc2c(C(F)(F)F)nn(C)c2s1 | -4
Cc1cc(C)c(-c2cc(NC(=O)CSc3nncn3C)n(-c3ccccc3)n2)cc1C | -1
CCOC(=O)C1=C(CC)Nc2ccccc2N=C1NC(=O)c1cc(S(=O)(=O)N(C)C)ccc1Cl | 3
CC(Sc1ccc(Cl)cc1)C(=O)NCC1CCCO1 (configuration not stated) | 10
CC(C)(C)NC(=O)c1ccc(Sc2ccccc2)c([N+](=O)[O-])c1 | 6
NC(=O)NC(=O)CSc1nnc(-c2ccco2)n1Cc1ccccc1 | -10
Cc1cc(NC(=O)COC(=O)c2ccc(F)c(S(=O)(=O)N3CCOCC3)c2)no1 | -4
OC(COc1ccccc1)CN1C2=NCCCN2c2ccccc21 (configuration not stated) | -1
CC1/C(=N/O)C(CN(C)C)C2CC1C2(C)C (configuration not stated) | -6
O=C(NCCCN1CCCCC1)C1CCC(=O)N1CCc1ccccc1 (configuration not stated) | 20
O=C1CCC(=O)N1CCc1c[nH]c2ccccc12 | -14
Cc1ccc(-n2nnc3ccccc3c2=O)cc1C | -11
CCN(CC)C(=O)c1cc2cc([N+](=O)[O-])ccc2s1 | -6
CC(c1ccccc1)C1C(C#N)=C(N)SC(N)=C1C#N (configuration not stated) | 0
COc1ccc(OC)c(S(=O)(=O)Nc2ccc(O)c3ccccc23)c1 | 4
CC(C)Cn1c(=O)c(C(=O)Nc2cnccn2)c(O)c2ccccc21 | 2
NS(=O)(=O)c1cc(C(=O)OCC(=O)NC2CC2)ccc1Cl | -4

In a second layout: 19 of the compounds above.
mol	Artemis endo inh
CC(=O)c1c(C)[nH]c(C(=O)CSc2nc3ccccc3n2C)c1C	-1
O=C(CCl)c1ccc(Cc2ncc(C(F)(F)F)cc2Cl)s1	8
COc1ccc(-c2nc(SCC(=O)Nc3cc(C)on3)n[nH]2)cc1	-2
CCOC(=O)N1CCN(C(=O)CN(C2CCCCC2)S(C)(=O)=O)CC1	-2
O=C(NCc1ccco1)c1ccc(N2CCCC2=O)cc1	9
O=C(COC(=O)CNS(=O)(=O)c1ccccc1)Nc1ccc(Cl)cn1	-7
CC(=O)N1CCc2cc3nc(C)cc(C)c3cc21	2
CCN(CC)CCN1C(=O)C(=O)/C(=C(/O)c2ccccc2)C1c1ccccc1F (configuration not stated)	4
O=C(CN(Cc1cccs1)C(=O)CNS(=O)(=O)c1ccc(F)cc1)NCc1ccco1	17
O=C(/C(=C/O)N=Nc1ccccc1)c1ccncc1	8
CCOC(=O)N1CCN(C(=O)c2ccc3nc(N4CCCCC4)sc3c2)CC1	-6
O=C(CCCC(=O)OCC(=O)c1cccs1)Nc1ccc(Oc2ccccc2)cc1	3
CCn1c(C)c(C(C)=O)c(N2CCCCC2)nc1=S	-6
NCC(O)COCCC12CC3CC(CC(C3)C1)C2 (configuration not stated)	16
Cn1ccnc1SCCC#N	-3
CC(=O)Nc1nc(C)nc(C)c1C(C)=O	-2
COC(=O)c1ccc(N)cc1O	4
CC(=O)N[C@H]1C[C@@H]1c1ccccc1	3
COc1ccc(-c2nc(C#N)c(N3CCOCC3)o2)cc1OC	-9

Bioassay records from PubChem.
